# Screening results as filed in PubChem.
# HTRA1 inh – HTRA1 (human) protease inhibition. inhibition, % at 5.96 µM. Q92743. actives 0.5% (n = 340,000). AID 504803. recombinant HTRA1, FP-rhodamine activity-based probe, fluorescence polarization; in the data active means inhibition above about 36%;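 further: 0% = enzyme with DMSO and 100% = wells lacking enzyme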
# TCR CD3 inh – human TCR-CD3 binding inhibition; inhibition, % at 9.4 µM; TAMRA-labeled TCR probe fluorescence, biochemical; actives 0.37% (n = 360,000); in the data active means inhibition above about 19%;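 further: recombinant mutant TCR 2C K166C tagged with TAMRA read by polarization; 0% = receptor in buffer alone and 100% = receptor with positive control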
# ABHD4 inh – inhibits mouse alpha/beta hydrolase domain 4. inhibition, % at 8.92 µM. actives 0.54% (n = 370,000). Q8VD66. purified mABHD4, FP-Rh probe fluorescence polarization;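 active means inhibition exceeding the mean over every tested compound plus 3 SD, cut at about 30% in these data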;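 further: 0% = plate median of compound wells and 100% = S159A mutant with DMSO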
#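 System: mouse ABHD4 enzyme, wild type / Medium: HEPES pH 7.0, NaCl, Pluronic buffer / Reagent: FP-Rh activity-based fluorescent probe / Control set: S159A mutant high control, sample median low control / Detection: fluorescence polarization with parallel and perpendicular emission, 525/598 nm / Schedule: 45 min + 60 min at 25 °C / Compound dosing: 8.92 µM, single dose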
# rCAG binder – binds r(CAG) RNA repeats; r(CAG) RNA repeat, TO-PRO-1 dye displacement fluorescence; inhibition, % at 3 µM; actives 1.3% (n = 370,000); AID 651821;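 active means inhibition above the plate cutoff, the mean of all test compounds on that plate plus 3 SD, cut at about 35% in these data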;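 further: 0% = DMSO alone and 100% = 100 µM mitoxantrone as full dye displacement; higher means more dye released from RNA so lower well fluorescence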
# PRMT1 inh – PRMT1 (human) inhibition, primary screen; Q99873; recombinant PRMT1, activity-based probe fluorescence polarization; inhibition, % at 2.79 µM; actives 1.3% (n = 370,000); AID 652257;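 active means inhibition above about 21% made by adding two undisclosed values, limit read from the data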
# Target sequence (Q99873 whole entry, looked up): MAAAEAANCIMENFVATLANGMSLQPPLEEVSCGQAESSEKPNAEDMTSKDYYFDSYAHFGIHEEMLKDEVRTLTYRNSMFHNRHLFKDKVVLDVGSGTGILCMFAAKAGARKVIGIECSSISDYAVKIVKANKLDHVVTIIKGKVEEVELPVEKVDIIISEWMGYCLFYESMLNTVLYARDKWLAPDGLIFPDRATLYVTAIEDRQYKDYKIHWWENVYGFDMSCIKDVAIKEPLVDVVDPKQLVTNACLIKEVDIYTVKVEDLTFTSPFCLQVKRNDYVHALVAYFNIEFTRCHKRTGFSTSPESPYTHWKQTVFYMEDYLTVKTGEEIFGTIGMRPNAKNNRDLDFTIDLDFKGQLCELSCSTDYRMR
# SIAE primary – blocks human sialic acid acetylesterase; actives 0.69% (n = 370,000); SIAE FP-Rh probe binding, fluorescence polarization; inhibition, % at 9.66 µM;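 active means inhibition above a cutoff: mean of compounds within the control limits plus 3 SD of those, cut at about 17% in these data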;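 further: 0% = plate median of compound wells and 100% = probe without SIAE protein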
# PG9 Ab binder – small molecules binding HIV-1 gp120 antibody PG9 | actives 0.43% (n = 360,000) | TR-FRET gp120-PG9 antibody binding | inhibition, % at 6.7 µM; in the data active means inhibition above about 8.5%
# Rev-erbA mod – modulates human Rev-erb alpha binding to DNA | P20393 | Rev-erbα–FITC-DNA binding, fluorescence polarization, 90 min | activity, % at 10 µM | actives 0.79% (n = 370,000);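 active means activity above about 14%, limit read from the data; passing the limit was not always enough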;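 further: 0% = DMSO wells with 35 nM protein and 100% = DMSO wells with 750 nM protein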
# Target sequence (P20393 whole entry, looked up): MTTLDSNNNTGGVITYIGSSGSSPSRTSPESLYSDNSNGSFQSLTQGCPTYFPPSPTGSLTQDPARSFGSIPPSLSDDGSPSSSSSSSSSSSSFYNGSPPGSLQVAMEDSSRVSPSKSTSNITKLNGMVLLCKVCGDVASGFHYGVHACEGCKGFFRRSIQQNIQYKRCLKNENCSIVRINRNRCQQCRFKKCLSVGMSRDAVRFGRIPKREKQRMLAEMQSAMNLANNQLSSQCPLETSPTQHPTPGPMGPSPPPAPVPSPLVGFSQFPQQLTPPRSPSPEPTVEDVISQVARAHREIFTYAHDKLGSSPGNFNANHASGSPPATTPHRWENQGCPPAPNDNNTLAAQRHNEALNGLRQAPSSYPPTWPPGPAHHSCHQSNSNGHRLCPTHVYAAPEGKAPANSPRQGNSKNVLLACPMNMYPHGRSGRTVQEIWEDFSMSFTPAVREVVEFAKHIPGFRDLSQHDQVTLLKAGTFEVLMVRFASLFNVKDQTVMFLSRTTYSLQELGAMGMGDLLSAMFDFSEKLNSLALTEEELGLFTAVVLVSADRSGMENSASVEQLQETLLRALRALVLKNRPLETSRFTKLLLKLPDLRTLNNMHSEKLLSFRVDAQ
# TDP2 absorb – TDP2 (human) inhibition, absorbance primary screen; actives 0.34% (n = 370,000); recombinant TDP2, T5PNP hydrolysis, p-nitrophenol absorbance 415 nm; inhibition, % at 12.8 µM; AID 720702;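 active means inhibition above the mean of all tested compounds plus 3 SD, set per campaign, cut at about 25% in these data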;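 further: 0% = DMSO with enzyme and 100% = buffer with substrate but no TDP2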
#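 Material: recombinant human TDP2; quantity: TDP2 enzyme at 120 nM final; medium: Tris-HCl pH 7.5 with MgCl2; compound: single concentration, 12.8 µM nominal, with 1% DMSO; incubation: 2 h enzyme incubation at 37 °C; signal: epi absorbance; measure: percent inhibition; benchmarks: high control without enzyme, low control DMSO plus TDP2; repeats: singlicate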
# LEDGF integ inh – blocks HIV-1 LEDGF/p75-dependent DNA integration; actives 0.64% (n = 370,000); TR-FRET IN-LEDGF/p75 DNA integration, Eu/Cy5; inhibition, % at 3.7 µM; AID 743269;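 active means inhibition above the screen-wide mean plus 3 SD, cut at about 13% in these data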;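 further: signal is the Cy5 over europium emission ratio at 671 and 618 nm; 0% = plate median of compound wells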
# Starred values were filed as active, the others as inactive; nt = no result given; & = joins results of further samples.
no.	molecule	HTRA1 inh	TCR CD3 inh	ABHD4 inh	rCAG binder	PRMT1 inh	SIAE primary	PG9 Ab binder	Rev-erbA mod	TDP2 absorb	LEDGF integ inh
1	CC(C)(C)c1nc2sc3c(c2c(=O)o1)CCCC3	-2	-1	-2	0	0	5	1.0	-2	13	-2
2	OCCN(Cc1ccccc1)c1ncnc2sccc12	-8	-1	-4	2	-4	5	-3.5	5	0	1
3	O=C(COc1ccccc1Cl)NC(=S)Nc1cccc(NC(=O)c2ccccc2Cl)c1	-36	2	-11	-2	-2	-86	0.2	-1	-7	-3
4	CN1CN(C)C(c2ccncc2)=C1c1ccncc1	-6	-7	1	1	1	1	-2.2	-4	1	-7
5	CCOc1ccc(OCc2ccc(C(=O)N3CCOCC3)cc2)cc1	1	-3	0	0	-2	6	0.3	6	5	3
6	COc1ccc(CNC(=O)C[C@@H]2C[C@H]3c4cc(NC(=O)C5CCC5)ccc4O[C@H]3[C@@H](CO)O2)cc1	6	1	-1	4	-1	13	-0.7	4	-9	-2
7	COc1ccccc1S(=O)(=O)c1ccccc1[N+](=O)[O-]	10	-4	0	1	0	5	-0.6	3	-18	1
8	COc1ccc(-c2csc(C(O)c3ccc(F)c(OC)c3)n2)cn1 (configuration not stated)	nt	5	-2	3	2	-13	2.2	-3	-11	-1
9	Cc1ccc(C)c(S(=O)(=O)N2CCCC2CNC(=O)C(=O)NCCN2CCOCC2)c1 (configuration not stated)	7	3	0	-3	-2	10	-1.0	-1	7	3
10	c1cnc(N2CCN(Cc3ccc4c(c3)OCO4)CC2)cn1	8	7	2	-5	1	1	-1.1	5	5	1
11	COc1ccc(/C=C/C(=O)OCC(=O)Nc2cc(C(F)(F)F)ccc2Cl)cc1	-5	-1	7	0	3	-9	1.2	-1	4	-3
12	CCC1(C)Cc2ccccc2-c2nc(NCCO)n(-c3ccc(C)cc3)c(=O)c21 (configuration not stated)	-15	5	-20	5	2	-4	1.0	-3	-7	0
13	O=C(c1cc(COc2ccc(F)cc2Cl)on1)N1CCN(c2cnccn2)CC1	0	3	-13	-1	-7	-6	-0.1	3	-4	4
14	Cn1cccc1C(=O)C(=O)Nc1ccc(F)c(F)c1	-7	2	-5	-2	-3	-5	0.8	1	1	2
15	COC(=O)/C(=C\Nc1ccccc1)NC(=O)c1ccc(Cl)cc1Cl	-2	6	0	0	-1	6	-0.9	0	2	3
16	N#Cc1ccccc1Sc1ccccc1C(=O)NCC(c1ccco1)N1CCCC1 (configuration not stated)	-11	-9	2	2	-4	2	0.5	-3	-12	10
17	OCC[C@@H]1C[C@H](O)[C@@H](O)[C@]2(OCCc3cc(C(F)(F)F)ccc32)O1	-1	0	-1	2	-3	-3	0.9	0	-11	2
18	O=C(O)c1ccccc1C1c2ccccc2Oc2ccccc21	-2	7	1	11	2	0	-0.7	-5	6	0
19	C=CC[C@@H](CC(=O)N[C@@H](CO)Cc1ccccc1)C(=O)NCCOC(=O)[C@@H](CC=C)Cc1ccc(F)cc1	-3	4	-1	-3	-3	-1	-0.4	3	4	4
20	O=C(Nc1ccc2c(c1)Cc1ccccc1-2)c1ccncc1	-16	-4	-7	2	-1	-1	1.2	2	4	5

# (next part)
no.	molecule	HTRA1 inh	TCR CD3 inh	ABHD4 inh	rCAG binder	PRMT1 inh	SIAE primary	PG9 Ab binder	Rev-erbA mod	TDP2 absorb	LEDGF integ inh
21	CCOc1ccc(N(C(=O)c2snc(C(N)=O)c2N)C(C(=O)NCC2CCCO2)c2ccco2)cc1 (configuration not stated)	-7	2	3	1	4	1	1.8	2	7	2
22	CCN(CC)C(=O)Oc1c(Cl)cc(Cl)c2cccnc12	7	-6	5	-4	1	-7	0.5	5	8	1
23	CC(=O)c1cccc(N2C(=NC(=O)C3CC3)SC3CS(=O)(=O)CC32)c1 (configuration not stated)	-4	8	6	3	-3	4	-0.6	-1	-5	-1
24	COc1ccc(/C=N/NC(=O)Cc2n[nH]c(=O)[nH]c2=O)cc1	3	1	-4	-1	-1	1	-1.1	-1	3	4
25	CCC(CO)Oc1cc(NCc2ccc(C)c(C)c2)c2ncn(C(C)C)c2c1 (configuration not stated)	7	6	10	-8	-1	2	2.9	-3	1	-2
26	O=C(O)c1ccc(N2CCN(Cc3ccc4c(c3)OCO4)CC2)c([N+](=O)[O-])c1	-1	-5	16	6	1	-4	0.2	-6	-3	-4
27	CCN1C/C(=C\c2cccc([N+](=O)[O-])c2)C(=O)/C(=C/c2cccc([N+](=O)[O-])c2)C1	6	0	-5	12	-2	-2	0.7	4	-2	1
28	CCN(CC)c1ccc(C2C(C(=O)OCCOC)=C(C)NC3=C2C(=O)CC(C)(C)C3)cc1 (configuration not stated)	-6	-2	6	1	-2	1	0.5	-3	-8	1
29	CN(C)S(=O)(=O)c1cccc(C(=O)Nc2ccc(Cl)cn2)c1	4	11	-1	0	-1	6	-0.3	4	3	1
30	COc1cc(OC)cc(C(=O)NCCSC2CCCCC2)c1	-3	3	-1	-4	-2	-5	1.2	-7	1	4
31	CN1CCN(CCC(=O)Nc2ccc(OCc3ccccc3)cc2)CC1	-4	2	8	-5	-3	-1	-2.0	-2	3	0
32	Fc1cc(Br)ccc1Nc1nc2ccccc2n2nnnc12	-1	4	0	3	-1	6	-3.9	-3	2	3
33	CCC(CC)C(=O)Nc1nnc(S(=O)(=O)N2CCCC2)s1	3	-10	-3	0	0	9	-0.4	2	6	2
34	CCCN(CC1CC1)c1nc(C)nc2c1nnn2Cc1ccccc1	nt	nt	-5	0	-3	-1	nt	-2	4	2
35	CN(C)C(=O)C[n+]1cccc(/C=N/O)c1	2	9	2	-9	1	6	-0.4	6	4	0
36	Cc1ccccc1CNS(=O)(=O)c1ccc2c(c1)C(C)(C)C(=O)N2C	-4	-8	6	-4	6	0	-0.3	4	9	-2
37	COC(=O)Cc1csc(N)n1	2&1	-2&8	6&2	-3&-3	4&-3	4&-1	-0.5&2.1	3&4	-8&-5	-6&2
38	CCC(=O)NC1CCN(C(=S)NC)CC1	-4	4	-1	2	3	-6	0.2	-1	0	-2
39	O=C1CCCCN1CCCC(=O)N1CCCC(Nc2ccc(F)c(F)c2)C1 (configuration not stated)	1	-3	2	-9	1	-1	-0.8	-2	-1	-1
40	CCCCC(=O)NC(=S)Nc1ccc(NC(=O)C(C)C)c(OC)c1	-2	6	6	-7	-1	5	-0.8	-5	9	1

# Ordered by molecular weight (rising): part of the list above.
no.	molecule	HTRA1 inh	TCR CD3 inh	ABHD4 inh	rCAG binder	PRMT1 inh	SIAE primary	PG9 Ab binder	Rev-erbA mod	TDP2 absorb	LEDGF integ inh
37	COC(=O)Cc1csc(N)n1	2&1	-2&8	6&2	-3&-3	4&-3	4&-1	-0.5&2.1	3&4	-8&-5	-6&2
35	CN(C)C(=O)C[n+]1cccc(/C=N/O)c1	2	9	2	-9	1	6	-0.4	6	4	0
38	CCC(=O)NC1CCN(C(=S)NC)CC1	-4	4	-1	2	3	-6	0.2	-1	0	-2
24	COc1ccc(/C=N/NC(=O)Cc2n[nH]c(=O)[nH]c2=O)cc1	3	1	-4	-1	-1	1	-1.1	-1	3	4
30	COc1cc(OC)cc(C(=O)NCCSC2CCCCC2)c1	-3	3	-1	-4	-2	-5	1.2	-7	1	4
33	CCC(CC)C(=O)Nc1nnc(S(=O)(=O)N2CCCC2)s1	3	-10	-3	0	0	9	-0.4	2	6	2
34	CCCN(CC1CC1)c1nc(C)nc2c1nnn2Cc1ccccc1	nt	nt	-5	0	-3	-1	nt	-2	4	2
29	CN(C)S(=O)(=O)c1cccc(C(=O)Nc2ccc(Cl)cn2)c1	4	11	-1	0	-1	6	-0.3	4	3	1
36	Cc1ccccc1CNS(=O)(=O)c1ccc2c(c1)C(C)(C)C(=O)N2C	-4	-8	6	-4	6	0	-0.3	4	9	-2
32	Fc1cc(Br)ccc1Nc1nc2ccccc2n2nnnc12	-1	4	0	3	-1	6	-3.9	-3	2	3
23	CC(=O)c1cccc(N2C(=NC(=O)C3CC3)SC3CS(=O)(=O)CC32)c1 (configuration not stated)	-4	8	6	3	-3	4	-0.6	-1	-5	-1
39	O=C1CCCCN1CCCC(=O)N1CCCC(Nc2ccc(F)c(F)c2)C1 (configuration not stated)	1	-3	2	-9	1	-1	-0.8	-2	-1	-1
25	CCC(CO)Oc1cc(NCc2ccc(C)c(C)c2)c2ncn(C(C)C)c2c1 (configuration not stated)	7	6	10	-8	-1	2	2.9	-3	1	-2
26	O=C(O)c1ccc(N2CCN(Cc3ccc4c(c3)OCO4)CC2)c([N+](=O)[O-])c1	-1	-5	16	6	1	-4	0.2	-6	-3	-4
27	CCN1C/C(=C\c2cccc([N+](=O)[O-])c2)C(=O)/C(=C/c2cccc([N+](=O)[O-])c2)C1	6	0	-5	12	-2	-2	0.7	4	-2	1
28	CCN(CC)c1ccc(C2C(C(=O)OCCOC)=C(C)NC3=C2C(=O)CC(C)(C)C3)cc1 (configuration not stated)	-6	-2	6	1	-2	1	0.5	-3	-8	1
21	CCOc1ccc(N(C(=O)c2snc(C(N)=O)c2N)C(C(=O)NCC2CCCO2)c2ccco2)cc1 (configuration not stated)	-7	2	3	1	4	1	1.8	2	7	2

# Later entries
no.	molecule	HTRA1 inh	TCR CD3 inh	ABHD4 inh	rCAG binder	PRMT1 inh	SIAE primary	PG9 Ab binder	Rev-erbA mod	TDP2 absorb	LEDGF integ inh
41	Cc1ccc(NC2CCCN(C(=O)C3CCCC3)C2)cc1C (configuration not stated)	0	5	3	-8	7	4	0.0	1	-1	-1
42	CC(C)(C)NCC(O)COc1ccccc1C1CCCC1 (configuration not stated)	-3	-2	2	10	-3	-4	-1.2	-2	6	3
43	O=C(Nc1ccc2c(c1)nc1n2CCN(Cc2ccccc2)C1)c1cccs1	-47	3	1	7	-1	-10	-1.1	-2	7	3
44	COc1cccc(C2C(C#N)=C(N)Oc3cc(C)oc(=O)c32)c1OC (configuration not stated)	3	4	4	0	-3	-6	-1.0	-2	1	0
45	Cc1occc1-c1nnc(SCC(=O)Nc2ccccc2)n1Cc1ccccc1	-17	-2	-9	-5	0	-7	0.6	-3	-6	3
46	CNS(=O)(=O)c1cn(CC(=O)NCc2ccc(N(C)C)cc2)cc1S(=O)(=O)NC	11	6	2	1	-2	3	-0.4	6	2	-2
47	CCn1ccnc1CNCc1ccc(OCC(O)CN(C)Cc2ccccc2)cc1 (configuration not stated)	-7	-13	3	-4	-2	6	0.4	-4	8	-1
48	CC(=O)CN1C(=O)NC2(CCCc3ccccc32)C1=O (configuration not stated)	5	0	-2	0	3	-10	0.8	4	5	-2
49	Cc1cc(=O)oc2c(CN3CCCC3)c(O)c(Cl)cc12	4	3	19	24	7	-4	-0.4	-7	-25	8
50	CN(Cc1ccc(Cl)c(Cl)c1)C(=O)CN1C(=O)NC2(CCCC2)C1=O	3	3	-1	-7	-2	-1	-0.3	4	7	1

# This is a subset; the hit share may differ from the screen's.
